Compound activity as filed in PubChem BioAssay.
HT1080 cytotoxicity: cytotoxicity in HT1080 fibrosarcoma cells, cell-based, fluorescence readout (AID 620); actives 0.42% (n = 87,000); one-dose cytotoxicity, % at 10 µM; EC50 in µM for titrated hits; HT1080 viability, fluorescence; higher % means a stronger effect;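 also: cells exposed to compound overnight then 4 h with Alamar Blue; 0% = vehicle DMSO and 100% = killing control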
PMK inhibit: blocks S. pneumoniae phosphomevalonate kinase. purified PMK, PK/LDH-coupled NADH absorbance 340 nm. inhibition, % at 10 µM. actives 0.49% (n = 65,000). AID 539;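 active = top-ranked compounds by inhibition in the single 10 µM screen, taking a fixed number of the strongest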;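 also: 0% = full reaction with DMSO carrier and 100% = background rate without enzyme reaction; no value below 0 was filed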
KRASV12 cytotoxicity: cytotoxicity in KRAS-transformed pancreatic duct cells, primary screen, cell-based, fluorescence, HTS (AID 431); HPDE-C7K KRASV12 cells, Alamar Blue viability, 48 h; higher % means a stronger effect; cytotoxicity, % at 10 µM, or EC50 in µM where a hit was titrated; actives 1.7% (n = 63,000);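 active = compounds whose percent cytotoxicity in the single-dose primary screen, scaled between solvent and toxic-drug controls, exceeds 50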;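 also: 0% = DMSO solvent wells and 100% = doxorubicin-treated wells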
LYP phosphatase: inhibition of human PTPN22 tyrosine phosphatase – biochemical, DiFMUP fluorescence, recombinant catalytic domain, 10 µM, primary screen (AID 606); recombinant LYP catalytic domain, DiFMUP fluorescence; higher % means a stronger effect; one-dose inhibition, % at 10 µM; IC50 in µM for titrated hits; 52,000 tested, under 10 active;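 active = IC50 under 40 µM in the dose-response test; inactive = IC50 of 40 µM or more, or never dose-tested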
MK inhibit: blocks S. pneumoniae mevalonate kinase. inhibition, % at 10 µM. actives 0.48% (n = 65,000). purified MK, PK/LDH-coupled NADH absorbance 340 nm;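 active = ranked among the strongest by inhibition in the single 10 µM screen, a fixed top-ranked set picked for dose follow-up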; also: no value below 0 was filed
Bfl-1 inhibitors: Bfl-1 inhibitors, primary screen, biochemical, fluorescence polarization, FITC-Bid, mouse (AID 432); FITC-Bid BH3 peptide fluorescence polarization displacement; higher % means a stronger effect; displacement, % at 20 µM; hits with a dose series show IC50 in µM; actives 0.02% (n = 64,000); in the data active = a potency from the dose series; inactive = the rest, 99 in 100 with displacement below about 15%; also: strong numbers were not always called active
HPDE-C7 viability: cytotoxicity in HPDE-C7 cells, cell-based, fluorescence, HTS (AID 430); actives 1.8% (n = 63,000); HPDE-C7 pancreatic duct cells viability, fluorescence; higher % means a stronger effect; cytotoxicity, % at 10 µM, or EC50 in µM where a hit was titrated;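 also: cells exposed to compound for 48 hours before viability readout; 0% = vehicle and 100% = reference cytotoxic drug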
DPM-DC inhibit: inhibitors of Streptococcus pneumoniae diphosphomevalonate decarboxylase | calls only at 10 µM | purified DPM-DC, PK/LDH coupled NADH fluorescence | actives 0.49% (n = 65,000);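 active = the 320 compounds with the highest percent inhibition in the single-dose primary screen, excluding strongly autofluorescent ones, cut at about 32% in these data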;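 also: kinetic rate of NADH fluorescence loss reporting ADP formed by the decarboxylase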
TNAP inhibition: inhibition of tissue-nonspecific alkaline phosphatase – biochemical, luminescent (AID 518); purified TNAP enzyme, luminescent substrate readout; higher % means a stronger effect; one-dose inhibition, % at 20 µM; IC50 in µM for titrated hits; actives 0.09% (n = 64,000); in the data active = a potency from the dose series; inactive = the rest, 99 in 100 with inhibition below about 22%;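 also: plate controls were vehicle for no effect and reference inhibitor for full effect; many of its hits are not listed in these tables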
PMK inhibit pilot replicates: further read-out of PMK inhibit, marked with its call; inhibition, %; measured here: pilot screen replicates
MK inhibit pilot replicates: recorded beside MK inhibit, whose call it bears; inhibition, %; measured here: pilot screen replicates
DPM-DC inhibit pilot screen %: recorded beside DPM-DC inhibit, whose call it bears; inhibition, %; measured here: pilot screen trials
* hit, by the source's call; i = inactive; · = not tested or not shown. Rule as the data show it, unless noted: active = cytotoxicity above about 50%; inactive = the rest.

SMILES	HT1080 cytotoxicity	PMK inhibit	KRASV12 cytotoxicity	LYP phosphatase	MK inhibit	Bfl-1 inhibitors	HPDE-C7 viability	DPM-DC inhibit	TNAP inhibition	others
Cc1ccc(S(=O)(=O)NCCC(=O)NC2CCCC2)cc1	-3%	12	-8%	12%	0	10%	-3%	i	8%
CCN1CCN(c2nc(C)nc3c2sc(=S)n3C)CC1	-2%	0	12%	-1%	1	-4%	2%	i	12%	PMK inhibit pilot replicates=5.0;MK inhibit pilot replicates=1.5;DPM-DC inhibit pilot screen %=6.0
O=C(COC(=O)C1CCCO1)Nc1cccc(C(F)(F)F)c1 (stereo not given)	14%	11	-13%	17%	5	3%	-6%	i	10%
CC(C)C1O/C(=N/C(=O)Nc2ccc(Cl)c(Cl)c2)NC1=O (stereo not given)	-5%	9	·	·	0	·	·	i	·
CC(=O)NCCc1ccc(S(=O)(=O)N(C)C2CCS(=O)(=O)C2)cc1 (stereo not given)	2%	5	-21%	-2%	5	-1%	-2%	i	8%
Cc1nn(CC(=O)NCc2cccnc2)c(=O)c2ccccc12	-3%	17	15%	15%	7	4%	10%	i	9%
CC1(C)N=C(c2ccc(Cl)cc2)C(=O)N1	3%	7	0%	·	8	-2%	-8%	i	10%
COc1cc(S(=O)(=O)N2CCN(c3ccccc3F)CC2)ccc1Cl	-9%	4	24%	·	0	4%	31%	i	3%
COc1cc(-c2nc(S(=O)(=O)c3ccccc3)c(N3CCOCC3)o2)cc(OC)c1OC	5%	4	6%	11%	7	9%	-13%	i	6%	PMK inhibit pilot replicates=3.5;MK inhibit pilot replicates=0.0;DPM-DC inhibit pilot screen %=3.0
CC1S/C(=C(\C#N)C(=O)NCc2ccco2)N(c2ccc(F)cc2)C1=O (stereo not given)	2%	5	-33%	-1%	12	-1%	-20%	i	16%
CCCCS(=O)(=O)NC1=NCN(C2CCN(Cc3ccccc3)CC2)CN1	-6%	16	9%	9%	7	-4%	5%	i	8%	PMK inhibit pilot replicates=1.5;MK inhibit pilot replicates=0.0;DPM-DC inhibit pilot screen %=2.0
O=C(NCCC1=CCCCC1)C1CCCN(c2nc3ccccc3o2)C1 (stereo not given)	-4%	20	1%	·	5	-5%	-13%	i	6%
COc1cccc(NC(=O)c2cc(C(=O)Nc3cccc(OC)c3)n(C)n2)c1	7%	4	8%	-18%	11	2%	3%	i	8%
C=CCOc1ccc(/C(O)=C2/C(=O)C(=O)N(CCCN3CCOCC3)C2c2ccccc2)cc1 (stereo not given)	6%	0	6%	7%	9	-1%	15%	i	-1%
Cc1ccsc1C1NC(=O)c2c(sc3c2CCCC3)N1 (stereo not given)	0%	7	9%	-4%	2	2%	14%	i	21%
Cc1ccc2cc(CCNC(=O)C3CCCC3)c(=O)[nH]c2c1	-4%	11	0%	5%	3	1%	-2%	i	5%
O=C1CCC(C(=O)NC2(C(=O)NC3CCCCC3)CCCCC2)N1 (stereo not given)	-4%	5	-5%	·	2	-4%	-10%	i	8%
CCN(CC)S(=O)(=O)N1CCC(C(=O)NCc2ccc(C)cc2)CC1	-4%	15	0%	10%	0	0%	-19%	i	3%
COC(=O)c1[nH]c2cc(OC)ccc2c1NC(=O)CCN1CCN(c2cccc(C)c2C)CC1	20%	7	18%	·	7	-6%	8%	i	14%
O=C(CN1C(=O)COc2ccccc21)N(Cc1ccccc1)Cc1ccccn1	-1%	16	-7%	8%	0	-1%	-3%	i	11%
NCCOc1ccccc1-c1ccccc1	9%	7	3%	11%	2	-9%	7%	i	7%
OC1CN=C2CCCc3c2n(c2ccc(Cl)cc32)C1 (stereo not given)	19%	6	15%	14%	12	-2%	4%	·	2%
COc1ccc(-c2cn3c(C)c(C(=O)NC(C)C)sc3n2)cc1	7%	17	-1%	12%	3	-6%	-8%	i	3%
COC(=O)c1ccc(C(=O)OC)c(NC2=NS(=O)(=O)c3ccccc32)c1	2%	0	-3%	7%	7	1%	3%	i	-1%
CC(C)C(=O)c1cn(CC(=O)NCC2CCCO2)c2ccccc12 (stereo not given)	11%	4	-2%	19%	6	-1%	-7%	i	14%
O=C(Nc1ccccc1N1CCCC1)c1ccc(Br)o1	-3%	0	-3%	·	3	1%	1%	i	18%
N#Cc1nc(-c2ccccc2Cl)oc1NCC1CCCO1 (stereo not given)	4%	2	-1%	3%	1	-4%	12%	i	10%
O=S(=O)(/N=C(\c1ccccc1)N1CCOCC1)c1cccs1	2%	3	-1%	7%	5	-8%	-1%	i	19%
O=c1c2c3nc4ccccc4nc3n(CC3CCCO3)c2ncn1CCc1ccccc1 (stereo not given)	0%	11	15%	-3%	9	4%	8%	·	10%	PMK inhibit pilot replicates=13;MK inhibit pilot replicates=0.0
O=c1cc[nH]c2c(C(F)(F)F)cccc12	1%	2	-4%	-1%	0	-4%	3%	i	2%
CC(=O)Nc1ccc(S(=O)(=O)N2CCN(Cc3ccncc3)CC2)cc1	6%	0	11%	·	0	0%	8%	i	14%	PMK inhibit pilot replicates=3.0;MK inhibit pilot replicates=0.0;DPM-DC inhibit pilot screen %=0.0
CCOC(=O)CSc1nc(C)cc(=O)[nH]1	8%	10	0%	4%	3	0%	1%	i	9%
CCOC(=O)CN(C(=O)CSc1nnc2c(n1)[nH]c1ccccc12)c1ccccc1	8%	12	5%	1%	15	-3%	7%	i	8%
O=c1c(-c2ccc3c(c2)OCCO3)coc2cc(O)cc(O)c12	-1%	1	12%	-5%	3	-13%	18%	i	3%
Cc1ccc(-c2noc(CCCC(=O)N3CCOCC3)n2)cc1	-5%	8	-13%	9%	6	-1%	3%	i	5%
Cc1ccc(N2CCN(C(=O)c3ccccc3)CC2)c(C)c1	-8%	1	-5%	7%	9	-4%	-30%	i	20%	PMK inhibit pilot replicates=4.5;MK inhibit pilot replicates=1.0;DPM-DC inhibit pilot screen %=5.5

Pulled one by one from the entries so far (two):
SMILES	HT1080 cytotoxicity	PMK inhibit	KRASV12 cytotoxicity	LYP phosphatase	MK inhibit	Bfl-1 inhibitors	HPDE-C7 viability	DPM-DC inhibit	TNAP inhibition	others
O=S(=O)(/N=C(\c1ccccc1)N1CCOCC1)c1cccs1	2%	3	-1%	7%	5	-8%	-1%	i	19%
O=c1cc[nH]c2c(C(F)(F)F)cccc12	1%	2	-4%	-1%	0	-4%	3%	i	2%

Next section
SMILES	HT1080 cytotoxicity	PMK inhibit	KRASV12 cytotoxicity	LYP phosphatase	MK inhibit	Bfl-1 inhibitors	HPDE-C7 viability	DPM-DC inhibit	TNAP inhibition	others
CCOC(=O)C1CCN(C(=O)COc2ccc(Br)cc2)CC1	3%	2	6%	3%	0	-4%	2%	i	8%
COc1ccccc1-c1nnc2sc(-c3cnccn3)nn12	3%	9	1%	-1%	1	9%	7%	i	5%
O=C(Nc1ccc2c(c1)OCO2)N1CCN(C(=O)C2CCCO2)CC1 (stereo not given)	6%	0	-18%	2%	11	4%	-8%	i	3%
COc1cccc(C2=NOC(C(=O)N3CCN(Cc4ccccc4)CC3)C2)c1OC (stereo not given)	1%	11	-4%	4%	2	178%	-16%	i	10%
CS(=O)CCC(NS(=O)(=O)c1ccccc1)C(=O)O (stereo not given)	2%	2	-6%	·	0	1%	-7%	i	9%
CCc1ccc(-c2nc(CN3CCC(C(=O)N4CCN(c5ccccc5)CC4)CC3)c(C)o2)cc1	16%	7	46%	0%	9	8%	66%*	i	-1%
N#CC1=C(C2CC2)CC(c2ccccc2)C(C#N)=C1N (stereo not given)	-4%	3	8%	15%	8	-5%	10%	i	8%
CCCn1c(SCC(=O)N2CCCC2)nc2c1c(=O)n(C)c(=O)n2C	4%	13	-1%	·	7	-7%	-14%	i	-3%
Cc1ccc(CNc2nc3ccccc3s2)s1	·	6	3%	4%	0	3%	3%	i	11%
O=C(CN1CCCc2ccccc21)NCc1ccc2c(c1)OCO2	13%	12	0%	7%	6	6%	4%	i	4%
C=CCn1c(=O)c(C(=O)Nc2ccccc2O)c(O)c2ccccc21	-1%	14	-24%	·	4	-19%	-18%	i	8%
O=C(c1ccc(S(=O)(=O)N2CCOCC2)cc1)N1CCN(c2ccccc2)CC1	0%	12	·	4%	8	-2%	·	i	6%

A draw from above in order of number of heavy atoms, low to high.
SMILES	HT1080 cytotoxicity	PMK inhibit	KRASV12 cytotoxicity	LYP phosphatase	MK inhibit	Bfl-1 inhibitors	HPDE-C7 viability	DPM-DC inhibit	TNAP inhibition	others
CS(=O)CCC(NS(=O)(=O)c1ccccc1)C(=O)O (stereo not given)	2%	2	-6%	·	0	1%	-7%	i	9%
COc1ccccc1-c1nnc2sc(-c3cnccn3)nn12	3%	9	1%	-1%	1	9%	7%	i	5%
O=C(CN1CCCc2ccccc21)NCc1ccc2c(c1)OCO2	13%	12	0%	7%	6	6%	4%	i	4%
O=C(Nc1ccc2c(c1)OCO2)N1CCN(C(=O)C2CCCO2)CC1 (stereo not given)	6%	0	-18%	2%	11	4%	-8%	i	3%
COc1cccc(C2=NOC(C(=O)N3CCN(Cc4ccccc4)CC3)C2)c1OC (stereo not given)	1%	11	-4%	4%	2	178%	-16%	i	10%

Structures shown so far with an aryl thioether with sulfur outside any ring, in the order listed:
SMILES	HT1080 cytotoxicity	PMK inhibit	KRASV12 cytotoxicity	LYP phosphatase	MK inhibit	Bfl-1 inhibitors	HPDE-C7 viability	DPM-DC inhibit	TNAP inhibition	others
CCOC(=O)CSc1nc(C)cc(=O)[nH]1	8%	10	0%	4%	3	0%	1%	i	9%
CCOC(=O)CN(C(=O)CSc1nnc2c(n1)[nH]c1ccccc12)c1ccccc1	8%	12	5%	1%	15	-3%	7%	i	8%
CCCn1c(SCC(=O)N2CCCC2)nc2c1c(=O)n(C)c(=O)n2C	4%	13	-1%	·	7	-7%	-14%	i	-3%
